proCasp3 act – activators of human procaspase-3 D3A mutant, primary screen, biochemical, absorbance, PC-3 D3A mutant, single concentration. Caspase-3 (Homo sapiens), P42574. recombinant procaspase-3 D3A, Ac-DEVD-pNA absorbance 405 nm. activation, % at 8.5 µM. actives 0.11% (n = 330,000). AID 463141, 2010;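 active means activation above the mean of all tested compounds plus 3 SD, cut at about 21% in these data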;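 further: 0% = DMSO alone and 100% = DMSO wells spiked with extra 5 µM PC-3 D3A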
Target sequence (P42574 whole entry D9A/D28A/D175A): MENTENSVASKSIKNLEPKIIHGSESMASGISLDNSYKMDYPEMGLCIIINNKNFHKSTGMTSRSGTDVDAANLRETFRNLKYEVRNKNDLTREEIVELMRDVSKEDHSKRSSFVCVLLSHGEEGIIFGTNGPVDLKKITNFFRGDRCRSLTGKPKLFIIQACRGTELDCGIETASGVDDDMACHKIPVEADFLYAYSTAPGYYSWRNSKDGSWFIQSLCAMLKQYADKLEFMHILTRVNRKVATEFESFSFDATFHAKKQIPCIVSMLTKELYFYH
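Assay system: Autoprocessing-dead procaspase-3 D3A mutant enzyme; also added: Ac-DEVD-pNA; doses: one concentration, 8.5 µM nominal, 0.8% DMSO; times: 1 h compound preincubation, 2 h substrate hydrolysis at 25 °C; technique: 405 nm absorbance of p-nitroaniline, reads at 0 and 120 min; measure: % activation between DMSO and enzyme-spiked controls; repeats: single replicate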
JMJD2C inh – inhibitors of GASC-1 histone demethylase, primary screen, biochemical, fluorescence, DELFIA europium. Lysine-specific demethylase 4C (Homo sapiens), Q9H3R0. GST-JMJD2C(1-420) H3K9me3 demethylation. inhibition, % at 2.35 µM. actives 0.069% (n = 330,000). AID 2099, 2009;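 active means more than half of a compound's replicate wells show inhibition beyond 50%, single wells judged on their own value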;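 further: signal counts dimethyl H3K9 product captured on neutravidin plate; 0% = median of DMSO wells and 100% = 0.3 times that DMSO median; strong numbers were not always called active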
Target sequence (Q9H3R0 1-420 limits assumed): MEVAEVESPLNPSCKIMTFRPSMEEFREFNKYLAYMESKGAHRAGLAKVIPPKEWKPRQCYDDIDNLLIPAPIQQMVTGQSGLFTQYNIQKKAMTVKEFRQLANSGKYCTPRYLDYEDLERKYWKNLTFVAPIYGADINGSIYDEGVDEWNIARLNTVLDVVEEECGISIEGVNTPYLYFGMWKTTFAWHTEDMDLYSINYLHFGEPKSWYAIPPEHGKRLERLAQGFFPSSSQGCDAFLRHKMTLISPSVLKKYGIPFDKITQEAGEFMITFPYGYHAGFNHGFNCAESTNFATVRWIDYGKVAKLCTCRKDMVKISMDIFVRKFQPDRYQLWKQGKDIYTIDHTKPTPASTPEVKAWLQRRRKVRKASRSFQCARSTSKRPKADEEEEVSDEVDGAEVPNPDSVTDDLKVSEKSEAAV
CTSL1 counter – Fasciola hepatica cathepsin L1 inhibitors, primary screen, counter-screen for PFM18AAP inhibitor project, biochemical, QFRET, fluorogenic peptide substrate | actives 0.49% (n = 300,000) | recombinant F. hepatica cathepsin L1, Z-Leu-Arg-MCA fluorescence | inhibition, % at 5.96 µM;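 active means inhibition above the mean of all tested compounds plus 3 SD, set per screening campaign, cut at about 17% in these data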;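 further: 0% = plate median of test compound wells and 100% = 1 µM Z-Phe-Ala-diazomethylketone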
core dimer inh – inhibitors of HCV core protein dimerization, primary screen, biochemical, TR-FRET, high-throughput; TR-FRET GST/Flag-core106 dimerization, 1536-well; inhibition, % at 5 µM; actives 0.33% (n = 300,000); AID 1899, 2009;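 active means inhibition above the mean of all tested compounds plus 3 SD, set per screening campaign, cut at about 45% in these data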
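Material: Tagged HCV core106 pair (GST and Flag) | Amount: GST-core106 13.5 nM, Flag-core106 17 nM | Medium: KF-containing HEPES buffer, pH 7.45, DTT, CHAPS, BSA | Reagent: Eu donor and XL665 acceptor anti-tag antibodies | Schedule: 4 h at 22.5 °C | Technique: Time-resolved FRET, ex 340 nm, em 617 and 671 nm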
PP5 primary – PP5 phosphatase inhibitors, primary screen, biochemical, fluorescence; purified PP5c, OMFP substrate fluorescence; inhibition, % at 6.7 µM; Serine/threonine-protein phosphatase 5 (Homo sapiens), P53041; actives 0.18% (n = 320,000);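 active means inhibition above the campaign's mean inhibition across all tested compounds plus 3 SD, cut at about 9.5% in these data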;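 further: 0% = DMSO only and 100% = 100 µM cantharidin control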
VLA-4 inh – inhibition in human VLA-4 binding assay, primary screen, VLA-4 allosteric modulator project, MLPCN library, flow cytometry, VLA-4 expressing cells | actives 0.2% (n = 330,000) | ligand binding flow cytometry | Integrin alpha-4 (Homo sapiens), P13612 | inhibition, % (about 7 µM as worked out from the volumes in the protocol); in the data active means inhibition above about 50%
PP1 counter – PP1-alpha phosphatase inhibitors, primary screen, counter-screen for PP5 inhibitor project, biochemical, fluorescence, OMFP substrate, single point. purified PP1alpha. inhibition, % at 6.7 µM. actives 0.9% (n = 320,000). Serine/threonine-protein phosphatase PP1-alpha catalytic subunit (Homo sapiens), P62136;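 active means inhibition above the mean inhibition of all tested compounds plus 3 SD, computed separately for each screening campaign, cut at about 15% in these data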
Target sequence (P62136 whole entry, looked up): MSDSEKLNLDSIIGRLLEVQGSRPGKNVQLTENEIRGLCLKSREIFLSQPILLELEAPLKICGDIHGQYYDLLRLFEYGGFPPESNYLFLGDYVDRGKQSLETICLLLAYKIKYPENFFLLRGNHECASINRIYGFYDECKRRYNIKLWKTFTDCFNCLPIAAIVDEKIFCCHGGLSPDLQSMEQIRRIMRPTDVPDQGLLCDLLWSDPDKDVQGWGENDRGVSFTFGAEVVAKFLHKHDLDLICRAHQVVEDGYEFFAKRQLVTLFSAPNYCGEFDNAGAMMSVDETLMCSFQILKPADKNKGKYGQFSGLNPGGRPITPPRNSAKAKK
proCasp7 act – procaspase-7 activators, primary screen, counter-screen for procaspase-3 activator project, biochemical, absorbance, HTS, human | Caspase-7 (Homo sapiens), P55210 | recombinant procaspase-7, Ac-DEVD-pNA absorbance 405 nm; D23A/D198A/D206A triple mutant, cannot self-cleave; scale: DMSO 0, 5 µM enzyme 100 | activation, % at 8.5 µM | actives 0.093% (n = 330,000);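 active means percent activation above the screen-wide mean plus 3 SD, cut at about 25% in these data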
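System: Procaspase-7 triple mutant (PC-7 D3A); measure: % activation from two-timepoint absorbance difference, scaled to controls; times: 1 h compound preincubation, 2 h substrate cleavage, 25 °C; also added: Ac-DEVD-pNA substrate, 400 µM as added; measured by: Epi-absorbance of released pNA at 405 nm, two timepoints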
GRK2 inh – compounds blocking aptamer binding on GRK2 – biochemical, human GRK2, bead flow cytometry, HTS, primary screen | Beta-adrenergic receptor kinase 1 (Homo sapiens), P25098 | FAM-aptamer displacement from GRK2 | inhibition of aptamer binding, % at 10 µM | actives 0.59% (n = 330,000) | AID 488847, 2010;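 active means inhibition of aptamer binding above 40%, roughly 3 SD of noise, on plates passing a quality check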;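 further: median bead fluorescence of bound FAM aptamer so fluorescent compounds give negative values; no value below 0 was filed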
Active calls of the source: *; nt = not tested or not shown; & = joins results of further samples.

no.	Structure	proCasp3 act	JMJD2C inh	CTSL1 counter	core dimer inh	PP5 primary	VLA-4 inh	PP1 counter	proCasp7 act	GRK2 inh
1	COc1ccc(-c2cc(C(=O)N3CCN(c4ncccn4)CC3)c3ccccc3n2)c(OC)c1	0	-3	1	9	2.2	18	2	3	1
2	CN(C)c1ccc(C(=O)OCC(=O)NCC2CCCO2)cc1 (stereo not given)	-3	6	3	2	0.2	7	0	1	0
3	CCCc1nnc(SCC(=O)N2CCCC(C)C2)n1CCOC (stereo not given)	2	7	0	-4	-2.0	3	0	5	0
4	Cc1ccc(CNC(=O)C(C)OC(=O)c2cccs2)cc1 (stereo not given)	-3	0	-6	1	1.5	26	-3	6	0
5	CCOC(=O)c1c(C)nc2c(c1-c1ccccc1)C(=O)c1ccccc1-2	-3	6	4	3	5.5	-14	1	-14	0
6	CCOP(=O)(OCC)c1nc(-c2ccc(Cl)cc2Cl)oc1N1CCOCC1	5	-9	1	2	0.8	7	-1	1	1
7	O=C(COC(=O)c1ccc(S(=O)(=O)Nc2ccccc2)cc1)NCCN1C(=O)CSC1=O	7	29&2	0	7	-1.2	-1	-4	5	2
8	N#Cc1ccc(Cn2c(=O)oc3ccccc32)cc1	-1	-13	0	-4	1.7	8	0	-5	0
9	O=C(CN1CCN(c2ccc(F)cc2)CC1)c1ccc(O)cc1O	0	-8	-2	2	1.3	20	-8	0	2
10	CC1(C)Cc2cccc(C(=O)Nc3ccc(F)cc3F)c2O1	3	-4	3	0	-0.7	6	1	2	0
11	Cc1cccc2sc(N(CCN(C)C)C(=O)c3cc(Cl)sc3Cl)nc12	-2	-8	1	-6	0.8	3	4	-1	0
12	CN(CCOc1ccccc1)C(=O)c1ccc(Cl)c(S(=O)(=O)N2CCCCC2)c1	-4	4	nt	nt	0.7	18	0	-6	1
13	Cc1ccc(S(=O)(=O)NC2=NCN(C)CN2)cc1[N+](=O)[O-]	-5	3	2	-9	1.0	8	0	1	3
14	O=C(NCc1ccccc1)c1ccc(Cl)c(NC2=NC3CS(=O)(=O)CC3S2)c1 (stereo not given)	3	24	-3	-4	-0.9	-14	3	-3	3
15	Nc1[nH]c(N=NC(=O)c2ccc(Cl)cc2)c2ccccc12	0	0	2	-12	2.0	15	-3	6	4
16	O=C(CSc1c2c(nc3ccccc13)CCCC2)NCc1ccco1	2	0	1	15	0.4	7	-5	-4	0
17	CCNS(=O)(=O)c1ccc(CCC(=O)O)cc1	-1	13	-5	-5	0.6	-8	0	3	0
18	Cc1c(Br)c([N+](=O)[O-])nn1C(C)C(=O)NCc1ccco1 (stereo not given)	0	6	0	-10	3.5	2	3	-9	1
19	CC(=O)N1N=C(c2ccc(C)o2)CC1c1cccc(F)c1 (stereo not given)	7	-2	6	2	2.5	-9	-1	2	1
20	Cc1ccc2nc(SCC(=O)NCc3ccc(S(N)(=O)=O)cc3)[nH]c2c1	8	7	-3	-13	1.6	6	-7	-3	2
21	CCCNC(=O)CC(NS(=O)(=O)c1ccc(Cl)cc1)c1ccco1 (stereo not given)	3	-22	-2	-4	2.0	10	-1	-8	1
22	Cc1cc(C)c2[nH]c(=O)c(C(c3nnnn3Cc3ccc4c(c3)OCO4)N3CCC(C)CC3)cc2c1 (stereo not given)	-11	8&2	2	8	-0.4	7	-2	13	0
23	N#CCCOC1(C#CCN2CCCC2)CCCCC1	-2	1	-3	4	1.9	2	-1	12	1
24	CSc1ccccc1OCc1cc(C(=O)N(C)C2CCCc3ccccc32)no1 (stereo not given)	11	-6	0	8	1.5	-3	8	13	0
25	Cc1cc(C(=O)N(C)C)sc1-c1ccccc1	-3	-6	-1	0	0.5	14	1	6	1
26	COc1ccc(S(=O)(=O)c2cnc3ccccc3n2)cc1	-2	-14	-6	-2	2.9	4	1	-4	0
27	CC(C)Cn1c(CCNC(=O)c2ccco2)nc2ccccc21	0	14	-3	-7	-6.1	-8	-8	-10	0
28	COc1ccc(-c2noc(C3CCCN(C(=O)c4ccc(F)cc4)C3)n2)cc1 (stereo not given)	-2	-16	0	8	2.4	10	1	-6	nt
29	COC(=O)CCCC(=O)Nc1ccc(Cl)c(Cl)c1	-10	0	-1	-2	2.7	-13	2	-4	0
30	COc1cccc(-n2cnnn2)c1	-2	18	0	0	2.0	0	0	-7	2
31	COCCN(C(=S)Nc1cccc(OC)c1)C(C)c1cccs1 (stereo not given)	-4	-2	-4	4	-0.2	-5	-5	-5	1
32	COc1ccc(NC(=O)C2CCCN(C(=O)Nc3ccc(F)cc3)C2)cc1OC (stereo not given)	1	-3	0	-4	3.7	6	-3	-5	9
33	CN(Cc1ccccc1)C(=O)C1CCN(S(=O)(=O)c2ccc3nc4c(c(C(=O)O)c3c2)CCCC4)CC1	-7	-22	4	35	1.2	4	3	-18	0
34	CC1(OC(=O)c2cccs2)C(=O)C=C2C=C(c3ccsc3)OC=C2C1=O (stereo not given)	4	12	-1	22	-0.7	14	11	-11	4
35	CCCCC(=O)N1CC(=O)Nc2ccc(F)cc2C1c1ccccc1 (stereo not given)	0	-5	1	-2	2.7	6	-1	-5	1
36	O=C1OC(c2ccc(F)cc2)=N/C1=C\c1ccc(Br)o1	-3	2	0	1	-2.8	-19	-5	-2	3
37	COc1ccc(CNC2CCCCC2C)c(OC)c1 (stereo not given)	-2	15	0	-3	-3.6	-5	1	-1	5
38	COc1ccc(CCNC(=O)COc2cccc3c2OC(C)(C)C3)cc1OC	9	0	7	-2	0.8	6	-1	3	0
39	c1ccc2oc(-c3csc(N4CCOCC4)n3)cc2c1	-1	-10	0	-1	0.2	6	0	-3	0
40	COc1cc(C=O)ccc1Oc1nnnn1-c1ccc(C(N)=O)cc1	-2	126	-3	4	-0.9	-2	-11	5	2
41	COc1cc(CNC(C)c2ccccc2)cc(Br)c1OCc1ccc(F)cc1 (stereo not given)	3	-3	1	-5	3.9	10	14	-3	0
42	Cn1c(CNC(=O)CNC(=O)c2ccccc2F)cc(=O)n(C)c1=O	-3	3	-1	-4	-1.4	9	-1	-8	4
43	COCCCNC(=O)c1cc2cc(Br)ccc2oc1=O	6	nt	2	-1	-1.6	4	-4	-7	0
44	Cc1nonc1CN(C)C(=O)c1ccc(OC2CCN(C(=O)c3cccnc3)CC2)cc1	3	19	2	-2	0.8	2	-1	7	0
45	COc1c(F)c(F)c(C(=O)O)c(Nc2cccc(C)c2)c1F	-7	-1	12	4	-8.9	-9	-1	-9	1
46	Cc1c(CC(=O)O)c(=O)oc2cc3oc4c(c3cc12)CCCC4	9	-1	2	2	0.2	1	-6	7	4
47	COc1ccc2c(=O)cc(C(F)(F)C(F)(F)F)oc2c1	7	2	2	1	1.5	8	-8	-3	0
48	Cc1cc(=O)oc(C)c1C(=O)OCC(=O)c1ccc2ccccc2c1	3	10	0	14	2.7	-6	2	-15	0
49	CC1=CCC2COC(c3ccc[n+](Cc4ccccc4)c3)C1C2 (stereo not given)	-4	-10	3	-8	1.8	6	0	-7	0
50	CCOc1ccc(N(Cc2ccccc2F)C2=NC3CS(=O)(=O)CC3S2)cc1 (stereo not given)	-2	0	6	-2	0.9	9	-2	1	6
51	COC(=O)Cc1ccc(NC(=O)c2ccc3c(c2)C(=O)N(Cc2ccco2)C3=O)cc1	-1	-4	3	12	1.3	6	-1	5	2
52	CC(C)CCn1c(=O)c2ccccc2n2c(CCC(=O)NC3CCN(Cc4ccccc4)CC3)nnc12	3	3	-1	-2	0.4	0	-1	17	0
53	CCOC(=O)N1CCC2(CC1)CC(=O)c1cc(O)ccc1O2	-14	9	5	2	-0.3	109*	-3	-1	0
54	O=C(Nc1cccc(Cl)c1)c1cnc[nH]1	8	6	1	1	0.4	8	-4	10	58*
55	C=CCn1c(SCC(=O)N2CCN(C(=O)c3ccco3)CC2)nc2sc(CC)cc2c1=O	-9	27	3	-3	2.1	-2	1	8	0
56	COc1ccc(OC)c(C2=CC(=O)C[C@H](c3ccc4c(c3)OCO4)C2)c1	-3	-2	nt	nt	1.2	0	-5	2	0
57	Cc1ccc(C)c(NC(=S)N2CCC(NC(=O)c3ccco3)CC2)c1	-1	-1	0	11	-0.7	7	-2	8	1
58	COc1ccc(/C=N\NC(=O)CNC(=O)C2COc3ccccc3O2)cc1[N+](=O)[O-] (stereo not given)	10	-5	0	-8	1.5	6	-3	5	2
59	C/C(=N/O)c1ccc2c(c1)OCCOCCOc1cc(/C(C)=N/O)ccc1OCCOCCO2	3	-6	3	6	1.3	-5	0	10	11
60	CCCC(=O)Nc1nc(C(=O)OCC)cs1	3	-21	-1	1	-0.8	3	-3	-4	0

Rewritten as labelled records: part of the list above.
45. COc1c(F)c(F)c(C(=O)O)c(Nc2cccc(C)c2)c1F
  proCasp3 act: -7
  JMJD2C inh: -1
  CTSL1 counter: 12
  core dimer inh: 4
  PP5 primary: -8.9
  VLA-4 inh: -9
  PP1 counter: -1
  proCasp7 act: -9
  GRK2 inh: 1
41. COc1cc(CNC(C)c2ccccc2)cc(Br)c1OCc1ccc(F)cc1 (stereo not given)
  proCasp3 act: 3
  JMJD2C inh: -3
  CTSL1 counter: 1
  core dimer inh: -5
  PP5 primary: 3.9
  VLA-4 inh: 10
  PP1 counter: 14
  proCasp7 act: -3
  GRK2 inh: 0

(listing goes on)
no.	Structure	proCasp3 act	JMJD2C inh	CTSL1 counter	core dimer inh	PP5 primary	VLA-4 inh	PP1 counter	proCasp7 act	GRK2 inh
61	CCCCCCC1/C(=N\NC(=O)c2ccccc2)CCC1C(=O)OC (stereo not given)	8	2	-6	4	-0.9	12	0	-2	0
62	CCOC(=O)Cc1csc(/N=C/c2c(O)n(-c3ccc(C)cc3C)c(=O)c3ccccc23)n1	-7	-5	1	6	1.3	2	1	0	3
63	CCOc1ccc(-c2c(C(=O)N/N=C/c3ccc(C)o3)nnn2-c2nonc2N)cc1	14	-1	4	6	1.0	10	0	5	0
64	COc1cccc(C(=O)NCCS(=O)(=O)N2CCCCCC2)c1	-4	-6	10	1	-1.4	18	0	4	0
65	Cc1ccc(CNC(=O)C(=O)NCC2OCCN2S(=O)(=O)c2cccs2)cc1 (stereo not given)	4	-1	0	3	-3.3	22	0	0	0
